SSB-PriA inh: K. pneumoniae PriA-SSBct interaction inhibition. inhibition, % at 33 µM. 0.6% of 430,000 active. AlphaScreen SSBct-PriA binding, biotinylated peptide; in the data active means inhibition mostly above about 37%, no sharp cut-off; inactive means mostly below about 20%;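 further: plate controls were negative control peptide for no effect and reference peptide for full effect; strong numbers were not always called active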
VHR inh abs: DUSP3 (human) phosphatase inhibition | recombinant VHR phosphatase, pNPP absorbance | inhibition, % at 13.3 µM | 0.52% of 290,000 active; in the data active means inhibition above about 50%; further: some compounds called inactive have numbers as strong as hits
Target sequence (P51452 whole entry, looked up): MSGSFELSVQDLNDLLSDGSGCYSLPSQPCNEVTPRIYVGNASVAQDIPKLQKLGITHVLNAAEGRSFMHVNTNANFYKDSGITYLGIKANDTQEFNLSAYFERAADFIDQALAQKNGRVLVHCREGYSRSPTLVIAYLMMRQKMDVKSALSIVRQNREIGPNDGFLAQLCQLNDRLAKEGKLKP
BH1578 lux ind: quorum light induction in luxS cqsA deficient V. cholerae. AID 588436. activation, % at 18.7 µM. 0.16% of 350,000 active. V. cholerae BH1578 lux reporter, luminescence, 6 h; in the data active means activation mostly above about 9.7%, no sharp cut-off; further: not every result past the cut was called active; inactives centre near 0; reference of the scale not given here
MazF activator: increases E. coli MazEF RNase cleavage of RNA. P0AE70. activation, % at 20 µM. 0.32% of 350,000 active. FAM/BHQ RNA-DNA oligo cleavage fluorescence, 5 h; in the data active means activation above about 50%
Target sequence (P0AE70 whole entry, looked up): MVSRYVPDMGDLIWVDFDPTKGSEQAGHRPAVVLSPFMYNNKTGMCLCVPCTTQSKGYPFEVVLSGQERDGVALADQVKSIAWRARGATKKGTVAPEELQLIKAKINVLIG
Mtb UGM inh: inhibitors of M. tuberculosis UDP-galactopyranose mutase | 0.06% of 320,000 active | P9WIQ1 | purified UGM, fluorescence polarization probe displacement | AID 504406 | inhibition, % at 10 µM; in the data active means inhibition above about 10%, passing the limit was not always enough
Rv3671c inh: inhibits the M. tuberculosis serine protease Rv3671c | P9WHR9 | inhibition, % at 5.96 µM | 0.048% of 320,000 active | AID 2606; in the data active means inhibition above about 38%;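 further: extracellular domain of Rv3671c used as enzyme; 0% = enzyme with DMSO and 100% = no enzyme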
Target sequence (P9WHR9 whole entry, looked up, the tested form may be a part): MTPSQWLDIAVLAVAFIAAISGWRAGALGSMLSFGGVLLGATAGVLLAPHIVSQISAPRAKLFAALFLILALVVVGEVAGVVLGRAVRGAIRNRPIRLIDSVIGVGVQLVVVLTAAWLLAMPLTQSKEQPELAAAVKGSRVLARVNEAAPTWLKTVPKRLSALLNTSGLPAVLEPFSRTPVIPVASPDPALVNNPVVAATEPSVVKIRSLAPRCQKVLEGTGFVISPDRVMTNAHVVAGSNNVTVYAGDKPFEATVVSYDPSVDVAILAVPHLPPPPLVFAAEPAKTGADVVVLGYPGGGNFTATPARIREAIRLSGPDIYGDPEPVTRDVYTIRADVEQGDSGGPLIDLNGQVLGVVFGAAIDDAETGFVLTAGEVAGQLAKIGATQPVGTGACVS
FBA Mtb inh: inhibitors of M. tuberculosis fructose-bisphosphate aldolase | P9WQA3 | purified M. tuberculosis FBA, fluorescence read-out | inhibition, % at 1 µM | 2.3% of 360,000 active; in the data active means inhibition above about 27%;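 further: 0% = vehicle and 100% = reference inhibitor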
Target sequence (P9WQA3 whole entry, looked up): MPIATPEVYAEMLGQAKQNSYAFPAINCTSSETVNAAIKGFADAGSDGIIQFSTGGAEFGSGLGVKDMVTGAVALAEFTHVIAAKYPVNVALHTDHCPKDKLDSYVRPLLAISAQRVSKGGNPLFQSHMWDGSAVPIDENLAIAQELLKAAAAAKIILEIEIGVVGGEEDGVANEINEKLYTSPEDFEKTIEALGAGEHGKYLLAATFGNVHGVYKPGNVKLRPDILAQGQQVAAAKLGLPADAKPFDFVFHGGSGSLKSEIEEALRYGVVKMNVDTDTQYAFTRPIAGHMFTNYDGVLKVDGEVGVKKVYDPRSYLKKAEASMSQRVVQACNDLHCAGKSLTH
Mtb BioA inh: inhibitors of Mycobacterium tuberculosis BioA enzyme. 0.096% of 360,000 active. inhibition, % at 9.99 µM. purified M. tuberculosis BioA enzyme, plate reader; in the data active means inhibition above about 40%
SARS 3CLpro inh: SARS-CoV 3CLpro protease inhibition; recombinant SARS-CoV 3CLpro, quenched FRET peptide cleavage; inhibition, % at 6 µM; 0.14% of 290,000 active; in the data active means inhibition above about 12%
GDH-TPI counter: inhibits GDH-TPI coupling enzymes, artifact for Mtb FBA screen; GDH-TPI coupled enzyme counterscreen, NADH absorbance; inhibition, % at 4.8 µM; 1.2% of 360,000 active; AID 588335; in the data active means inhibition above about 30%;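 further: 0% = DMSO wells and 100% = wells lacking the enzyme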
An asterisk follows results filed as active; i = inactive; . = no result given. A portion of the library. The share of hits here may be higher or lower than overall.

SMILES	SSB-PriA inh	VHR inh abs	BH1578 lux ind	MazF activator	Mtb UGM inh	Rv3671c inh	FBA Mtb inh	Mtb BioA inh	SARS 3CLpro inh	GDH-TPI counter
CC1(C(=O)NCCc2c[nH]c3ccccc23)C=CCN1C(=O)c1ccccc1 (configuration not stated)	-2	-7	i	4	-1.2	2	3	1.0	5	13
CCCCN(C(=O)NC(=O)C1=C(N2CCOCC2)/C(=C/c2ccccc2)CC1)S(C)(=O)=O	-9	19	i	-6	2.4	-12	44*	-2.3	-6	20
Cc1cc(N2CCN(c3ccccc3Cl)CC2)n2cc(-c3ccccc3)nc2n1	15	8	-0.1	-27	-0.3	3	9	1.6	-5	1
O=C(Nc1ccc(F)cc1)C1CCC(CNc2c(N3CCCCC3)c(=O)c2=O)CC1 (configuration not stated)	-3	0	-0.8	2	-1.5	7	-1	0.9	-3	8
CCOC(=O)N1CCC(NC(=O)Cn2c3c(c(-c4ccccc4Cl)cc2=O)CCC3)CC1	-3	19	i	12	-1.4	1	8	0.4	4	6
CCNc1nc(NC(C)C)nc(ON=C(C)C)n1	.	17	.	.	2.6	-9	.	.	8	.
Cc1c(C(=O)OCC(=O)c2ccc3c(c2)OCCO3)oc2ccccc12	-7	12	-3.4	-1	0.6	-13	4	-0.7	-3	2
Cc1csc(NC(=O)CSc2nnnn2C)n1	-6	18	-0.4	-2	-3.4	3	-3	.	-2	8
O=C1CCC(=O)N1CC(=O)N(c1ccccc1)c1ccccc1	-13	8	-0.4	-4	-2.0	2	-1	.	3	-3
CCOC(=O)c1c(C)[nH]c(C(=O)COC(=O)c2cnc(C)cn2)c1C	5	12	i	14	4.6	-2	2	-0.8	-2	12
O=C(CN1C(=O)c2cccnc2Oc2ccc(Cl)cc21)NCCC1=CCCCC1	0	-14	1.8	4	0.5	-4	-4	-0.4	1	3
CCN(CC)C(NC(=O)Cc1ccccc1)C(Cl)(Cl)Cl (configuration not stated)	-22	11	i	-1	-1.7	1	4	-1.5	-4	3
CCOC(=O)c1c(C)[nH]c(C(=O)COC(=O)/C=C/c2cccc(OC)c2OC)c1C	-3	36	-0.3	-10	2.5	-2	2	-1.8	2	4
CCOC(=O)c1[nH]c(=O)[nH]c1COC(=O)c1cc2ccccc2o1	-2	14	4.2	-5	-0.5	1	-1	-1.8	6	5
CCn1c(O)c(/C=C/C=C/C=Nc2ccccc2)sc1=S	.	9	-0.9	-34	-0.8	-6	-3	.	0	1
COc1ccc(OCc2nc(N)nc(Nc3ccc(C)cc3)n2)cc1	-10	29	i	8	0.0	-2	3	0.1	3	3
O=C(CS)Nc1ccc2ccccc2c1	-4	10	-0.2	-5	-2.0	-14	2	-4.7	-1	16
O=C(COC(=O)CNC(=O)c1ccccc1)Nc1ccc(F)c([N+](=O)[O-])c1	-6	-4	i	-8	1.2	10	3	.	0	0
O=C(COC(=O)c1c[nH]c2ccccc12)NCc1ccccc1	.	.	0.5	-2	.	.	1	-0.7	.	2
CCOC(=O)c1nnn(-c2nonc2-n2cccc2)c1CN1CCC(C)CC1	4	11	3.4	-5	-0.8	-4	1	0.9	0	8
COC(=O)c1ccccc1NC(=O)c1cnn2c(C(F)F)cc(C3CC3)nc12	-22	20	-0.5	-1	0.1	-7	1	2.2	8	19
Cc1cccc(CN2CCN(C(C)C(=O)NC(C)c3ccccc3)CC2)c1 (configuration not stated)	-3	-3	-1.2	-1	0.3	1	4	-1.8	4	-1
COC(=O)Cc1ccc(NC(=S)NCCSc2ccc(C)cc2)cc1	-4	-3	-0.2	-12	-1.9	-3	-2	.	0	7
COc1cccc(NC(=S)N2CCc3cc(OC)c(OC)cc3C2)c1	11	4	-0.4	-4	1.6	-2	3	.	3	5
Cc1cc(N/N=C2\CC(C)CC(C)(C)C2)nc2ccccc12 (configuration not stated)	.	11	i	5	0.8	2	5	.	0	4
CCCNC(=O)c1cccc(Cn2cc(Br)c([N+](=O)[O-])n2)c1	-7	-2	0.6	2	-0.5	5	0	.	1	-3
O=C(NCCc1ccccc1)C(c1ccccc1)N(C(=O)c1csnn1)C1CC1 (configuration not stated)	-12	29	i	-2	0.2	12	-1	.	1	-2
S=C(NCCSCc1ccccc1Cl)Nc1ccccc1	11	8	i	5	0.3	1	-4	-1.2	-1	6
CCOc1cc(C(=O)OCC(=O)Nc2cc(C)on2)cc(OCC)c1OCC	5	29	i	-2	3.0	-5	1	0.5	1	3
CC1CCCCC1NC(=O)Cn1c(=O)oc2cc(S(=O)(=O)N3CCCC3)ccc21 (configuration not stated)	-9	-6	-0.2	-2	-0.1	-5	1	2.3	-5	-8

Record cards, as listed above. Screens in order: SSB-PriA inh	VHR inh abs	BH1578 lux ind	MazF activator	Mtb UGM inh	Rv3671c inh	FBA Mtb inh	Mtb BioA inh	SARS 3CLpro inh	GDH-TPI counter
`Cc1cccc(CN2CCN(C(C)C(=O)NC(C)c3ccccc3)CC2)c1` (configuration not stated) is listed with -3	-3	-1.2	-1	0.3	1	4	-1.8	4	-1
`O=C(COC(=O)c1c[nH]c2ccccc12)NCc1ccccc1` is listed with .	.	0.5	-2	.	.	1	-0.7	.	2

(next part)
SMILES	SSB-PriA inh	VHR inh abs	BH1578 lux ind	MazF activator	Mtb UGM inh	Rv3671c inh	FBA Mtb inh	Mtb BioA inh	SARS 3CLpro inh	GDH-TPI counter
C=CCn1c(SCC(=O)Nc2c(C)n(C)n(-c3ccccc3)c2=O)nc2ccccc2c1=O	-7	.	i	-4	-1.3	-5	-2	0.2	.	-5
O=C(NN=CC=Cc1ccccc1)C(O)C(O)C(=O)NN=CC=Cc1ccccc1 (configuration not stated)	-10	.	i	-7	.	.	0	.	.	20
CCOC(=O)CC(=O)Nc1cc2ccc(OC)c(OC)c2cc1C(=O)OCC	.	.	-0.3	8	.	.	9	-0.7	.	5
Cc1ccccc1NC(=S)Nc1cccc([N+](=O)[O-])c1	-3	6	.	3	0.3	4	-2	-1.2	0	4
CCN(CC(=O)NCc1cccs1)S(=O)(=O)c1ccc(F)cc1	-8	.	-1.4	2	-1.0	11	-3	0.2	.	4
O=C(CN1CCN(S(=O)(=O)N2CCOCC2)CC1)Nc1cc(Cl)cc(Cl)c1	-7	7	i	-3	1.5	-6	11	1.8	-1	5
CC(C)c1cc(C(C)C)c(S(=O)(=O)N2CCNCC2)c(C(C)C)c1	-10	.	-0.8	5	2.5	6	0	1.6	.	-1
C=C1CSc2nc3ccccc3c(=O)n21	-3	4	-0.7	3	-1.3	4	15	-0.7	-3	6
C#CCOCCOCCOCCNc1nc(N2CCN(C(=O)[C@H]([C@@H](C)CC)n3cc([C@@H](N)Cc4ccc(O)cc4)nn3)CC2)nc(N2CCN(C(=O)[C@H]([C@@H](C)CC)n3cc([C@@H](N)CC(C)C)nn3)CC2)n1	-7	10	2.8	8	-0.9	0	2	-1.3	-1	-1
CC1(C)CC(=O)c2c(O)cc(O)cc2O1	-5	-4	i	5	-2.4	-1	0	.	4	22
Cc1cc(C)c2c3c(sc2n1)C(c1ccccc1)C(C#N)=C(N)O3 (configuration not stated)	-10	10	-0.6	9	0.0	0	1	.	8	6
Cc1c(Br)c([N+](=O)[O-])nn1CC(=O)Nc1sc2c(c1C(=O)OC(C)C)CCC(C)C2 (configuration not stated)	12	-2	-0.2	1	-1.1	-3	2	7.3	-1	11
CCCOc1ccc(N2C(=O)CC(N(Cc3ccccc3)N=O)C2=O)cc1 (configuration not stated)	-6	22	i	-1	1.9	7	1	-1.0	-1	-6
CCOc1ccc(-c2nn(-c3ccccc3)cc2/C=C2\SC(=S)N(Cc3ccco3)C2=O)cc1	-12	17	-0.3	-41	4.0	1	4	.	2	6
COc1ccc(NC(=O)CSc2nnc(CN3CCOCC3)n2-c2ccccc2)cc1Cl	8	-2	-0.4	-7	3.0	-2	-2	.	0	1
O=C(NCc1nc2ccccc2[nH]1)c1cccc(S(=O)(=O)N2CCOCC2)c1	9	22	i	-1	1.9	-7	-2	.	3	-6
O=C(Nc1cccc(NC(=O)c2cccc(F)c2)n1)c1cccc(F)c1	-16	10	-0.9	5	-0.4	-35	4	6.4	5	12
CCOC(=O)c1cccc(NC(=O)CC2Oc3ccccc3NC2=O)c1 (configuration not stated)	-10	17	-1.0	-13	-1.2	-5	-2	-0.1	-1	5
CCCc1ccc2oc(C(=O)N(Cc3ccncc3)CC3CCCO3)c(C)c2c1 (configuration not stated)	-17	-2	12	-4	-1.3	-9	-1	2.5	-4	5
Fc1ccc(-c2nn3c(C4COc5ccccc5O4)nnc3s2)cc1 (configuration not stated)	-31	-7	i	11	0.8	6	1	-2.1	5	1
CCCCOc1ccccc1-c1ccccc1CN1[C@@H](C(C)C)COCCS1(=O)=O	-6	.	i	1	.	.	-2	-0.8	.	-9
O=C(NC1CCCc2ccccc21)C1CCN(S(=O)(=O)N2CCCCCC2)CC1 (configuration not stated)	-4	-4	-1.2	-9	3.2	6	3	-1.0	4	9
Cc1nn(-c2ccccc2)c2[nH]c(=O)cc(C(F)F)c12	-10	.	-5.6	6	-2.4	-8	-2	-0.7	.	5
C#CCOCCOCCOCCNc1nc(N2CCN(C(=O)[C@H]([C@@H](C)CC)n3cc(CCC(=O)O)nn3)CC2)nc(N2CCN(C(=O)[C@H](CCCCN)n3cc(CCCC)nn3)CC2)n1	-8	.	-0.8	9	.	.	0	-0.7	.	-14
CC(=O)N(C)c1ccc(OCC(O)Cn2c(C)nc3ccccc32)cc1 (configuration not stated)	5	15	-0.3	3	-0.9	13	1	.	-2	3
O=C(Cc1ccc(Br)cc1)NNC(=O)Nc1ccc(Cl)cc1	-18	30	-0.4	-4	1.8	-18	-1	0.1	0	0
O=C(CSc1nc2c([nH]c3ccccc32)c(=O)n1-c1ccc(F)cc1)NCc1ccco1	-15	-10	-0.3	12	0.2	-8	14	-1.3	0	20
CC(C)CC(=O)c1c[nH]c(C(=O)NCc2ccc(F)cc2)c1	-7	.	1.2	-5	2.9	6	-1	-0.7	-5	-9
Oc1c(CN2CCOCC2)ccc(CN2CCOCC2)c1O	-8	.	-11	-3	.	.	-1	-1.7	.	8
CN1CCN(c2cc(=O)n(-c3ccc(Cl)cc3)c(=O)[nH]2)CC1	-12	-26	-0.2	8	-1.0	-3	-2	1.7	0	1
Cc1ccc(OCCOCCN2CCCC2)c(Br)c1	-18	59*	-0.3	8	-0.8	4	2	-2.0	-7	17
Cn1cc(CNC(=O)C2CCC(=O)N(Cc3ccccc3F)C2)cn1 (configuration not stated)	-7	-12	-0.3	1	-1.5	-8	5	-0.3	-1	1
COc1cc(C(C)=O)ccc1Oc1cnccn1	-14	-4	i	8	-2.0	6	2	.	4	3
Cc1ccc(-c2cc(Cc3cccs3)c(=O)[nH]n2)cc1	-14	12	-0.2	-6	-1.9	0	2	0.8	-1	-5
Cc1cccc(NC(=O)c2ccc(S(=O)(=O)N3CCCCCC3)cc2)n1	-1	.	i	-4	-1.1	4	1	.	.	3
CC(=O)Nc1ccc(S(=O)(=O)Oc2cccc(N3C(=O)C4CCCCC4C3=O)c2)cc1 (configuration not stated)	-25	20	-0.3	1	0.6	0	2	1.0	-1	-7
O=C(O)c1ccccc1C(=O)OCc1ccccc1	0	0	-0.5	4	2.1	-2	2	-0.5	0	4

Reformatted: results already given.
> Cn1cc(CNC(=O)C2CCC(=O)N(Cc3ccccc3F)C2)cn1 (configuration not stated)
  SSB-PriA inh: -7 | VHR inh abs: -12 | BH1578 lux ind: -0.3 | MazF activator: 1 | Mtb UGM inh: -1.5 | Rv3671c inh: -8 | FBA Mtb inh: 5 | Mtb BioA inh: -0.3 | SARS 3CLpro inh: -1 | GDH-TPI counter: 1

> Cc1cccc(NC(=O)c2ccc(S(=O)(=O)N3CCCCCC3)cc2)n1
  SSB-PriA inh: -1 | VHR inh abs: . | BH1578 lux ind: i | MazF activator: -4 | Mtb UGM inh: -1.1 | Rv3671c inh: 4 | FBA Mtb inh: 1 | Mtb BioA inh: . | SARS 3CLpro inh: . | GDH-TPI counter: 3

Compound activity: PubChem BioAssay, several laboratories
